Source: PubChem
BAZ2B inh – qHTS Assay for Inhibitors of BAZ2B. AlphaScreen BAZ2B-H3K14Ac peptide displacement. Potency, µM (series often up to 114 µM), for inactives: at the highest dose activity change, negative = inhibition, usual class: inhibitors. 4.4% of 360,000 active; note: potency is the fitted concentration of half-maximal effect; % is set by controls: 0 for no effect and ±100 for the full control effect; nearly all actives have a fitted effect of over 60% in size
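AlphaScreen displacement of biotin-H3(5-23)K14Ac peptide (50 nM final) from BAZ2B (50 nM final) in PBS pH 7.4, 0.01% Tween-20; complex preformed 30 min RT, then compounds (top 110 uM) 30 min RT, beads 20 min dark.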
PI4K2A inh – qHTS for small molecular inhibitors of PI4K2A; purified PI4K2A, ADP-Glo luminescence, 1 h; stronger effect = lower value; activity change, negative = inhibition, % at 76.9 µM; 0.13% of 420,000 active; AID 1346378, 2018; in the data active = activity change below about -50%; inconclusive = mostly about -30% to -49%;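 note: -100% = wells without enzyme as full effect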
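PI4K2A activity was measured by ADP-Glo luminescence: enzyme (4 ug/mL stock) and phosphatidylinositol (1.2 mM stock) in Tris pH 7.5/MgCl2/EGTA/Triton X-100 buffer were reacted with ATP (300 microM stock) for one hour at ambient temperature.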
ALOX12 inh – Primary qHTS assay for inhibitors of human arachidonate 12S-lipoxygenase (ALOX12): Round 2; AID 1671190, 2021; purified 12hLO, xylenol orange hydroperoxide absorbance; Potency, µM (doses to about 108 µM), for the others: top-dose activity change, negative = inhibition, most hits filed as inhibitors; 1.1% of 580,000 active; Polyunsaturated fatty acid lipoxygenase ALOX12 (Homo sapiens), P18054; note: potency is the fitted concentration of half-maximal effect; % is set by controls: 0 for no effect and ±100 for the full control effect
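Purified human 12hLO (150 nM final) in 25 mM Hepes, 0.01% Triton X-100, pH 7.0 was preincubated 15 min at room temperature with compound. Then 40 uM arachidonic acid was added, 30 min. Hydroperoxide was read by Fe-XO absorbance ratio 573/405 nm.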
GLS inh – qHTS for Inhibitors of Glutaminase (GLS). GLS enzymatic activity, qHTS titration. Glutaminase kidney isoform, mitochondrial (Homo sapiens), O94925. 0.21% of 410,000 active. Potency, µM (titrated, usually from 45.5 µM), for the others: at the top dose activity change, negative = inhibition, hits mostly inhibitors; note: potency is the fitted concentration of half-maximal effect; % is set by controls: 0 for no effect and ±100 for the full control effect
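Assay buffer: 45 mM KH2PO4 pH 8.2, 0.02% Tween-20. hKGA acts on L-glutamine (1 mM solution added); product glutamate is reported by an oxidase/peroxidase Amplex Red coupling, with fluorescence taken at baseline and 30 min.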
JMJD2A Tudor – qHTS Assay for Inhibitors of JMJD2A-Tudor Domain. Lysine-specific demethylase 4A (Homo sapiens), O75164. AlphaScreen JMJD2A-Tudor / H3K4me3 peptide binding. Potency, µM (top dose mostly 114 µM), inactives show at the top dose activity change, negative = inhibition, usual class: inhibitors. 4.4% of 390,000 active. AID 504339, 2011; note: potency is the fitted concentration of half-maximal effect; % is set by controls: 0 for no effect and ±100 for the full control effect; nearly all actives have a fitted effect of over 50% in size
RGS4 inh – Inhibitors of Regulator of G Protein Signaling (RGS) 4: qHTS; Regulator of G-protein signaling 4 (Homo sapiens), P49798; Transcreener GDP fluorescence polarization, RGS4-accelerated GTP hydrolysis; Potency, µM (highest dose often 114 µM), for inactives: at the top dose activity change, negative = inhibition, usual class: inhibitors; 0.039% of 390,000 active; note: potency is the fitted concentration of half-maximal effect; % is set by controls: 0 for no effect and ±100 for the full control effect; nearly all actives have a fitted effect of over 75% in size; some results filed as inactive show a strong effect at the top dose
Target sequence (P49798 whole entry, looked up): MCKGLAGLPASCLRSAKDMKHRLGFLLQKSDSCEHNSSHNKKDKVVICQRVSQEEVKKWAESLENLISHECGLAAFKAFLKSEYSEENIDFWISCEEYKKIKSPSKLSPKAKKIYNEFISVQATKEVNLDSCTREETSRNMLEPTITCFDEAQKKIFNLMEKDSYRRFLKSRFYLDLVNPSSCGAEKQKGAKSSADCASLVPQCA
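MLSMR compounds (23 nl, pin-transferred) preincubated 10 min at room temperature with a 500nM (2x) first reagent, then RGS4 at 900nM (2x) plus Transcreener GDP mix added; fluorescence polarization (620/688 nm) read before and after 90 min at 30 °C.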
HP1b chromo inh – HTS for Inhibitors of HP1-beta Chromodomain Interactions with Methylated Histone Tails. Chromobox protein homolog 1 (Homo sapiens), P83916. AlphaScreen HP1-beta / biotin-H3K9me3 peptide binding. Potency, µM (titrated, usually from 114 µM), for inactives: at the top dose activity change, negative = inhibition, actives largely listed as inhibitors. 0.56% of 390,000 active. AID 540317, 2011; note: potency is the fitted concentration of half-maximal effect; nearly all actives have a fitted effect of over 70% in size; inactives centre near 23
Target sequence (P83916 whole entry, looked up): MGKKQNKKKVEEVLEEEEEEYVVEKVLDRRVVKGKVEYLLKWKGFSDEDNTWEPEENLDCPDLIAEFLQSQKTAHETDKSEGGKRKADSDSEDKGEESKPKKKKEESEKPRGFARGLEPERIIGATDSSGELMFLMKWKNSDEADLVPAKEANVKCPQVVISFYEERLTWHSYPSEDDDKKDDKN
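AlphaScreen: HP1-beta (50 nM) preformed 30 min with biotin-H3(1-18)K9me3 peptide (50 nM) in PBS pH 7.4, 0.01% Tween-20. Compound added for 30 min at RT, then streptavidin donor/nickel chelate acceptor beads (10 ug/mL) for 30 min.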
ERG Ets-DNA blk – qHTS for Small Molecule Inhibitors of the ERG Ets/DNA interaction | Transcriptional regulator ERG (Homo sapiens), P11308 | fluorescence polarization, His-ERG Ets domain / labelled DNA | Potency, µM (titrated, usually from 76.9 µM), inactives show top-dose FP activity, negative = inhibition, hits mostly inhibitors | 0.028% of 370,000 active | AID 624246, 2012; active = well fitted inhibition curve with a large enough effect in the polarisation, with a control signal flat; inconclusive = small, poorly fitted or top-dose-only effect, or effect the other way, or a change in a side signal; inactive = no such curve, though single readings can be large or run the other way; the % refers to the polarisation;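 note: polarization taken with two DNA probes labelled with fluorescein and Texas red; potency is the fitted concentration of half-maximal effect; % of control where 0% means no effect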
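His-tagged ERG Ets domain (1 uM in the protein solution; 300mM KCl, 50mM Tris-HCl, 1mM EDTA, 1mM DTT, pH 7.5) received compound, then a probe mix of 5 nM fluorescein-DNA and 100nM Texas-615-DNA. Fluorescence polarization was read for both dyes.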
G9a block – qHTS Assay for Inhibitors of Histone Lysine Methyltransferase G9a | Histone-lysine N-methyltransferase EHMT2 (Homo sapiens), Q96KQ7 | G9a H3K9 monomethylation, AlphaScreen, 2 h | Potency, µM (doses to about 102 µM), for the others: at the highest dose activity, negative = inhibition, hits mostly inhibitors | 8.8% of 350,000 active; note: potency is the fitted concentration of half-maximal effect; % is set by controls: 0 for no effect and ±100 for the full control effect; nearly all actives have a fitted effect of over 75% in size
Target sequence (Q96KQ7 913-1193 limits assumed): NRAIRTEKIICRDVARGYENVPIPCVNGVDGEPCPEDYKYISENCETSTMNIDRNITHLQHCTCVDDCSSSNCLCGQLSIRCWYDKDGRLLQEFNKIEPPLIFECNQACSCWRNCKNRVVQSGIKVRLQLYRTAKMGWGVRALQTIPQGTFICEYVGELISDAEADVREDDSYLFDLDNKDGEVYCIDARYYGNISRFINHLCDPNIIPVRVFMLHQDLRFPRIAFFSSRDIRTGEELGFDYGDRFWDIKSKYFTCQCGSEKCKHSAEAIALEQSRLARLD
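Step 1: enzyme (final 20 nM) with compound, 15 min RT. Step 2: substrate peptide 500 nM and SAM 20 uM, 2 h RT. Step 3: anti-H3K9me1 antibody and AlphaScreen beads, 10 min, then plate read.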
The depositor's hits bear a star; i = inactive; ? = inconclusive; . = not tested or not shown; [ ] = dose if it differs, or a comment. Unless noted, calls come from the whole dose curve; as a rule, active = well fitted curve in the direction sought with a large enough effect; inconclusive = small, poorly fitted or top-dose-only effect, or another doubt; inactive = no such curve, though single readings can be large; an effect the other way counts as inactive or inconclusive. An excerpt; count on the stated rates, not on these rows.

SMILES	BAZ2B inh	PI4K2A inh	ALOX12 inh	GLS inh	JMJD2A Tudor	RGS4 inh	HP1b chromo inh	ERG Ets-DNA blk	G9a block
O=C1c2ccccc2C(=O)c2c1ccc(C(=O)N1CCCCC1)c2NCCO	-5%	-6	0%	0%	-19%	-2%	-23%	-4%	18%[59 µM]
CCOc1ccc(C(=O)c2c(N)c(-c3nc(-c4ccc(OCC)cc4)cs3)c3ccccn23)cc1	3%	-1	-9%	-2%	14%	-11%	48%[activator]	-1%	17%[59 µM]
CC1CN(C(=O)CN2C(=O)NC3(CCCCCC3)C2=O)CC(C)O1 (configuration not stated)	-1%	1	0%	-21%	-10%	-3%	19%	4%	-7%[12.7 µM]
CCN1CCN(C(=O)NC(c2ccc(C)c(F)c2)C(Cl)Cl)CC1 (configuration not stated)	-8%	2	-15%	4%	-8%	15%	19%	12%	?
CC1CCCN(C(=O)COC(=O)Cc2c[nH]c3ccccc23)C1 (configuration not stated)	-6%	0	3%	8%	-15%	9%	42%[activator]	7%	2%[12.7 µM]
CCc1ccc2c(CN3CCc4cc(OC)c(OC)cc4C3)cc(=O)oc2c1	-37%	-14	?	84%[activator]	-16%	-13%	33%	12%	8.9µM*
CN1CC(COCc2ccccc2)Oc2ccccc2S1(=O)=O (configuration not stated)	.	1	?	0%	-5%	-2%	31%[activator]	-11%	.
O=C(Nc1ccccc1C(=O)N1CCOCC1)C1CC(=O)N(c2ccc(F)cc2)C1 (configuration not stated)	-13%	-2	14%	-2%	11%	-29%	29%[57 µM]	-6%	.
O=C(N/N=C/C=C/c1ccccc1)NC1CCCCC1	?	-1	0%	6%	-22%	17%	24%	4%	0%
COc1c(C=O)c(CCN(C)C(=O)c2ccc(F)cc2)cc2c1OCO2	-11%	2	0%	8%	?	13%	1%	-5%	-12%[59 µM]
CCOC(=O)C1(Cc2ccccc2)CCN(Cc2cnn(CC)c2)CC1	1%	4	1%	2%	-9%	14%	26%	-1%	.
CCNC(=O)CCSc1nnc(-c2ccc(O)cc2)o1	1%	4	?	1%	0%	?	-3%	-5%	13µM*
CC1CCCCC12NC(=O)N(CC(=O)c1ccc(Cl)s1)C2=O (configuration not stated)	-21%	-2	?	-8%	-9%	-11%	23%	16%	20%[12.7 µM]
CN1CCN(C(=O)c2ccc3c(=O)n(-c4ccc(F)cc4)c(=S)[nH]c3c2)CC1	-19%	1	-19%	-12%	10µM*	5%	43%	-26%	?
Clc1ccc(C2CC(c3ccco3)n3ncnc3N2)cc1Cl (configuration not stated)	-31%	0	?	-7%	-15%	-12%	11%	5%	11µM*
CC/C(=N\O)c1c(O)c2c(n(-c3ccccc3)c1=O)CCCC2	-3%	3	6%	28%	-9%	25%	27%	.	27%[59 µM]
CCc1nnc(NC(=O)CSc2nnc(Cc3ccccc3)o2)s1	1%	-2	12%	-1%	-5%	-6%	18%	.	15%[2.33 µM]
CCCNC(=O)c1cc(SC)ccc1Cl	-7%	-2	18%	-26%	4%	-9%	69%[activator]	1%	3%[2.33 µM]
CC1=Nn2c(nc3sc4c(c3c2=O)CCCC4)SC1	1%	-6	17%	-1%	-11%	16%	31%	5%	-28%[2.33 µM]
O=C(/C=C/c1cccs1)Nc1ccc([N+](=O)[O-])cc1	5%	5	-26%	-2%	-27%	7%	?	-3%	7%[59 µM]
CCN1CCN(c2cc3c(cc2F)c(=O)c(S(=O)(=O)c2cc(C)cc(C)c2)cn3CC)CC1	-2%	1	3%	3%	-11%	-2%	27%	7%	-7%[59 µM]
Cc1ccc2nc(SCC(=O)Nc3cc(C(F)(F)F)ccc3N3CCOCC3)[nH]c2c1	-3%	-10	-5%	3%	-11%	3%	-2%	7%	-3%
C/C(=N\NC(=O)c1ccccc1F)c1ccccn1	20µM*	-4	i	2%	35µM*	-17%	-15%	6%	36%
COCCNC(=O)/C(C#N)=C/c1cccc(NC(=O)c2ccccc2Cl)c1	-4%	-3	-10%	-19%	-24%	-12%	29%	1%	5%[59 µM]
CCC(=O)Nc1ccc(C(=O)COC(=O)Cc2ccsc2)cc1	-21%	5	11%	-12%	-11%	-5%	38%	-12%	-37%[12.7 µM]
O=C(Cc1ccccc1Cl)Nc1cccc(S(=O)(=O)N2CCCCCC2)c1	6%	-9	0%	3%	-16%	-2%	42%[activator]	11%	13%[2.33 µM]
COC(=O)c1cn(C)c2ccc(S(=O)(=O)N3CCCC3)cc2c1=O	?	-2	14%	-6%	-16%	-12%	6%	-13%	50µM*
COc1ccc(OC)c(-n2c(=O)c3ccccc3c3ccccc3c2=O)c1	?	4	12%	6%	?	-4%	23%	9%	10µM*
N=c1oc2ccccc2cc1-c1nc(-c2ccc(Cl)cc2)cs1	6%	1	18%	3%	-3%	18%	28%	-6%	?
CC(C)c1ccc[n+](-c2nc([O-])sc2C=O)c1	2%	-1	0%	1%	0%	6%	9%	3%	22%[12.7 µM]
COCCCNC(=O)c1ccc(N(C)S(=O)(=O)c2ccc(OC)cc2)cc1	0%	3	1%	-16%	-10%[11.4 µM]	3%[11.4 µM]	43%[activator]	-4%	11%[59 µM]
O=C(NCc1ccccc1)C(=O)NCC(c1cccs1)S(=O)(=O)c1cccs1 (configuration not stated)	-4%	6	-10%	-7%	-15%	17%	-1%	4%	4%[59 µM]
Cc1ccccc1-n1c(C)nnc1SCC(=O)NC1CCCc2ccccc21 (configuration not stated)	-9%	4	20%	11%	-27%	9%	7%	5%	-35%
COC(=O)C1=C(N)Oc2cc(C)n(Cc3cccnc3)c(=O)c2C1c1ccc(OC)c(OC)c1 (configuration not stated)	-7%	-4	164%[activator]	14%	-9%	3%	27%	-4%	26%[2.33 µM]
NC(=O)CSc1nnc(COc2cccc3ccccc23)o1	7%	-2	10%	2%	1%	-15%	36%	0%	-4%
CCOc1ccccc1C(=O)Nc1nc2c(s1)CC(C)CC2 (configuration not stated)	3%	-4	-32%	-5%	-13%	-12%	0%	8%	10µM*
CCOC(=O)c1ccccc1OC(=O)NNc1ccccc1	.	1	?	5%	-17%	-37%	-2%	1%	.
O=C1CCCN1CCC(=O)N1CCCC(N2CCN(c3ccccc3F)CC2)C1 (configuration not stated)	3%	1	11%	2%	-8%	-28%	37%[activator]	-20%	.
COc1ccc(C(=O)N=C2SC3CS(=O)(=O)CC3N2c2ccc(N(C)C)cc2)cc1OC (configuration not stated)	-8%	-6	45%[activator]	10%	2%	-30%	72%[activator]	3%	13%[0.501 µM]
COc1ccccc1C(=O)NCC(=O)OC(C)C(=O)N1CCOCC1 (configuration not stated)	1%	0	?	2%	-6%	-13%	30%	-7%	?
CCN(C(=O)c1coc(=O)c(Br)c1)c1ccc2c(c1)OCO2	50µM*	-12	?	31%[activator]	50µM*	?	-26%	-3%	20µM*
O=C(CSc1nnc(NC(=O)c2cccc(Br)c2)s1)NCC1CCCO1 (configuration not stated)	15%	-1	9%	0%	-7%	-24%	20%	-11%	-37%
Cc1cc(Nc2ccccc2N2CCOCC2)n2ncnc2n1	-4%	-2	0%	21%	-29%	16%	11%	3%	?
Cc1nn(-c2cc(N3CCCCC3)ccc2[N+](=O)[O-])c(=O)c2ccccc12	-18%	34	-7%	-1%	?	-6%	-5%	-5%	?
O=C1c2cccc(Cl)c2C(=O)N1c1ccccn1	.	-2	11%	7%	4%	-11%	23%	13%	.
Cn1c2ccccc2c2nnc(SCCN3CCOCC3)nc21	-1%	2	-5%	-2%	-12%	-39%	63%[activator]	-5%	50µM*
Cc1ccc(S(=O)(=O)/N=C(/c2ccc(F)cc2)N(C)C)cc1	-3%	2	0%	19%	-14%	3%[56.9 µM]	63%[activator]	-10%	14%
Nn1c(SCC(=O)Nc2ccc3c(c2)OCCO3)nnc(CCC(=O)O)c1=O	-2%	-3	-13%	?	20µM*	-124%[56.9 µM]	5%	-18%	3%
CC(C)CC(=O)Nc1ccc([N+](=O)[O-])cc1Cl	-12%	-2	-17%	5%	-9%	23%	19%	7%	.
O=C(CSc1nnc(-c2ccccc2F)o1)Nc1ccc(N2CCOCC2)cc1	10%	2	32%[activator]	10%	-18%	25%	26%	0%	?
Cc1ccc(-c2nc(C(=O)NCc3ccc(Cl)cc3)c3n2CCCCC3)cc1	4%	-5	?	7%	-7%	-19%	16%	-2%	6%[59 µM]

Laid out differently: entries from further up
Structure | BAZ2B inh | PI4K2A inh | ALOX12 inh | GLS inh | JMJD2A Tudor | RGS4 inh | HP1b chromo inh | ERG Ets-DNA blk | G9a block
O=C(Nc1ccccc1C(=O)N1CCOCC1)C1CC(=O)N(c2ccc(F)cc2)C1 (configuration not stated) | -13% | -2 | 14% | -2% | 11% | -29% | 29%[57 µM] | -6% | .
O=C(N/N=C/C=C/c1ccccc1)NC1CCCCC1 | ? | -1 | 0% | 6% | -22% | 17% | 24% | 4% | 0%
